PLK1 inh: inhibitors of human PLK1 kinase; 97,000 tested, 0.53% active; recombinant PLK1 kinase, TR-FRET peptide phosphorylation; P53350; AID 619; inhibition, % at 10 µM;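 active means inhibition of 50% or more in the single-concentration screen; inactive means inhibition below 50%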;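 further: 0% = DMSO max control and 100% = H-89 dihydrochloride min control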
Target sequence (P53350 whole entry, looked up): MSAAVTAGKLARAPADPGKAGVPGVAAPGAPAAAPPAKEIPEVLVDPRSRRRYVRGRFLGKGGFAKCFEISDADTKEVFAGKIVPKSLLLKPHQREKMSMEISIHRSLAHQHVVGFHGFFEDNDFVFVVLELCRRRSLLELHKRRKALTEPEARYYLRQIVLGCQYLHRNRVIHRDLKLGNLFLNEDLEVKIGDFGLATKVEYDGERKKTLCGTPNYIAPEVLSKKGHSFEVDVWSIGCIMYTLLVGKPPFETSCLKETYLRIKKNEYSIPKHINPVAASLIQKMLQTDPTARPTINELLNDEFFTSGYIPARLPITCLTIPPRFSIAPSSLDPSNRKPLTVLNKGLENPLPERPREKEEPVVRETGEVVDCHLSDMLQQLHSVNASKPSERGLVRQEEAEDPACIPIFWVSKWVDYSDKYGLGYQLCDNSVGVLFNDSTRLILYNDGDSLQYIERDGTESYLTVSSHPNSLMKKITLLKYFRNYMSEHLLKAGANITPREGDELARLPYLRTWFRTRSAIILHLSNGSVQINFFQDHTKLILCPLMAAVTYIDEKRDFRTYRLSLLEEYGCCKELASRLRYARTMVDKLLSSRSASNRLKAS
sEH inh: blocks human soluble epoxide hydrolase activity; 91,000 tested, 0.34% active; recombinant human sEH enzymatic activity assay; AID 707; P34913; inhibition, % at 2 µM; in the data active means inhibition above about 80%; further: values of inactives mirror those of a sister screen read the other way; many of its hits are not listed in these tables
PLK1 PBD inh: blocks phosphopeptide binding to human Plk1 polo box domain. Plk1 PBD phosphopeptide binding, fluorescence polarization. inhibition, %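 (tested at about 20 µM)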. 97,000 tested, 0.13% active; in the data active means inhibition above about 34%, passing the limit was not always enough
F-actin modifier: modifiers of cytoskeleton assembly; 91,000 tested, 0.18% active; inhibition, % at 2 µM; AID 836; HUVEC TNFa F-actin phalloidin imaging, high content;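 active means inhibition above the batch mean plus 3 SD and confirmed as a hit by visual image inspection, cut at about 30% in these data, passing the limit was not always enough; inconclusive means above the inhibition threshold but rejected on visual inspection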; further: strong numbers were not always called active
HUVEC tox IL1B: HUVEC cytotoxicity counter-screen, IL-1B stimulated. HUVEC cell count loss, Hoechst imaging. cell count reduction, % at 2 µM. 94,000 tested, 0.41% active. AID 845;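 active means cell count reduction more than 3 SD above the screen-wide mean, cut at about 70% in these data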;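 further: normalized per plate to untreated control cells as the no-loss baseline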
Ecoli WT expand: growth inhibitors of E. coli BW25113 wild type; OD600 absorbance; growth inhibition, % at 100 µM; 98,000 tested, 0.15% active; AID 710;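 active means growth inhibition above about 50% at one test dose, limit read from the data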;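 further: growth measured after 20 h incubation at 37 °C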
TNFa cytotox: toxic to HUVEC cells under TNF alpha stimulation; AID 848; HUVEC TNFalpha-stimulated, Hoechst cell count, imaging; 93,000 tested, 0.17% active; cell count reduction, % at 2 µM;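 active means cell count reduction exceeding the screen mean by over 5 SD, scaled to untreated wells per plate, cut at about 78% in these data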;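 further: cells counted after 24 h of TNF alpha exposure following the 1 h pretreatment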
VCAM1 TNFa inh: reduces TNF alpha induced VCAM1 expression in HUVEC; inhibition, % at 2 µM; HUVEC TNFa-induced VCAM-1 immunofluorescence, high-content imaging; 95,000 tested, 0.48% active;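 active means inhibition above the batch mean plus 3 SD, with images confirmed as a hit by eye, cut at about 37% in these data; inconclusive means inhibition above that limit but hit not confirmed in images; inactive means inhibition not above that limit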;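 further: 0% = TNF-stimulated DMSO wells and 100% = unstimulated control wells; not every result past the cut was called active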
hDAT+cocaine: modulates human dopamine transporter uptake under cocaine; LLC-PK1 hDAT cells, [14C]-dopamine uptake with cocaine IC80; actives deviate in either direction; B-score at 10 µM; 110,000 tested, 1.3% active; Q01959; AID 449768;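 active means Z score or B-score, a plate-position-corrected score, falls beyond the plate's 99.7% confidence bounds, in either direction; inactive means both scores lie inside the 99.7% bounds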;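 further: scored against the spread of the other compound wells on the same plate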
Active calls of the source: *; ? = inconclusive; nt = no result given.

smiles	TNFa cytotox	Ecoli WT expand	F-actin modifier	hDAT+cocaine	PLK1 PBD inh	PLK1 inh	HUVEC tox IL1B	sEH inh	VCAM1 TNFa inh
Cn1c(SCCOc2ccc(Cl)cc2)nnc1-c1ccncc1	-9	10	-36	0.78	-10	2	-32	4	15
On1c2c(c3c4nonc4ccc31)CCCC2	-6	nt	4	-2.4	6	51*	3	-4	10
CCN(CC)CC(=O)c1c[nH]c2ccccc12	-30	3	12	-0.94	-10	-7	-12	nt	10
COc1ccccc1C(c1nnnn1C1CCCC1)N1CCN2CCCC2C1 (stereo unspecified)	-42	5	40	0.013	12	-8	-11	12	3
COc1ccc2c(c1)[nH]c1c(=O)n(Cc3ccccn3)cnc12	-5	-5	-28	0.17	19	-13	5	3	1
Cc1cc(-c2ccccc2)nc(N/N=C/c2ccco2)n1	4	2	-25	-0.53	-12	-3	-91	6	-4
CC(=O)OCC1OC(n2ccc3ccccc32)C(OC(C)=O)C(OC(C)=O)C1OC(C)=O (stereo unspecified)	3	-1	-6	0.56	-19	4	6	10	-3
CCOc1cc(OCC)cc(C(=O)NC(=S)Nc2cccc(C(F)(F)F)c2)c1	-11	-10	-2	nt	-20	-3	2	3	-1
COCCNC(=O)CC(NS(=O)(=O)c1ccc(C)cc1)c1ccco1 (stereo unspecified)	-2	-6	-8	-0.71	7	1	-8	-2	-2
Cc1cc[n+]2c3c(cccc13)CCC2	-35	3	17	0.41	-30	-24	0	-5	10
CCCCn1c(CCC)nc([N+](=O)[O-])c1Sc1ccc(Cl)cn1	-14	nt	-3	0.16	9	-6	-11	-6	33
N#CC1=C(Nc2ccccc2)SC=C(c2ccc(F)cc2)N=C1N1CCOCC1	-6	2	-2	nt	4	-18	-8	6	23
COC(=O)Cc1cc(=O)[nH]c(Nc2nc3ccccc3o2)n1	nt	-3	nt	-0.24	3	-11	30	-20	nt
Cc1cncn1CCc1nc2c3ccccc3nc(=S)n2[nH]1	-15	nt	-6	nt	-19	0	-14	-16	16
COc1cccc(C2C3=C(CCCC3=O)Nc3nc(-c4cc(OC)c(OC)c(OC)c4)nn32)c1 (stereo unspecified)	0	4	16	1.5	-9	5	9	6	16
CCCn1c(SCC(N)=O)nc2c(c1=O)C1(CCCC1)Cc1ccccc1-2	-12	1	24	nt	-20	-7	-10	-4	9
CCN(CC)C(=O)CN(c1ccc(Cl)cc1)S(=O)(=O)c1ccccc1	100*	4	?	1.1	14	-2	17	-5	?
O=C(NCC(=O)N(Cc1ccccc1)C(C(=O)NC1CCCC1)c1ccco1)c1ccco1 (stereo unspecified)	-8	-8	-18	0.96	0	-5	18	-8	-15
COC(=O)C(OC(=O)c1ccc(OC)cc1)C(=O)OC	-21	nt	-3	0.18	-6	-9	-12	1	-9
O=S1(=O)CC(O)C(NCc2ccco2)C1 (stereo unspecified)	-13	-4	1	-1.8	-14	-3	3	-11	-1
COc1cc(OC)cc(C(=O)Nc2ccc(S(=O)(=O)Nc3cc(C)nc(C)n3)cc2)c1	-7	-6	-1	nt	-13	2	-3	7	4
S=C(NCc1ccco1)Nc1cccc(Cl)c1	-20	26	-7	0.48	-6	-4	-29	-7	3
CCCn1nc2cc(C(=O)NCc3ccc4c(c3)OCO4)ccc2c1OCC	4	0	-28	1.2	7	-5	-10	14	6
CCn1c(SCC(=O)c2ccc(C)cc2)nnc1-c1ccoc1C	nt	7	-28	0.1	-5	-18	2	-14	0
COc1ccc(-c2noc(CCCC(=O)Nc3ccc(C(N)=O)cc3)n2)cc1	-4	-6	9	0.23	15	-5	-5	-6	4
O=S(=O)(c1ccccc1)N1CCN(S(=O)(=O)N2CCCCC2)CC1	6	0	-20	-0.16	-3	-8	22	-4	1
CCc1nnc(NC(=O)CSc2nnc(Cc3ccc(OC)cc3)o2)s1	-4	-6	-18	0.18	0	-2	6	-9	-5
O=C(COC(=O)Cc1ccsc1)NCC1CCCCC1	-3	-2	-2	-0.48	-3	-13	-5	8	-2
COc1ccc2oc(-c3ccc(C)c(NC(=O)CSc4ccc(Cl)cc4)c3)nc2c1	nt	-9	16	-0.65	1	-5	-3	2	-38
CCNC(=O)CN1C(=O)NC2(CCCc3cc(OC)ccc32)C1=O (stereo unspecified)	11	4	-7	-0.57	22	-6	11	-9	8
COCC(=O)Nc1ccc(C(C)C)cc1	-15	4	10	-0.6	0	-13	-6	-9	-3
CN(C)c1oc(-c2ccccc2Cl)nc1S(=O)(=O)c1ccccc1	-17	-18	-1	-0.5	3	-24	-7	13	-4
C=C(C)CN(CC)CCC(=O)Nc1ccc(OC)cc1OC	-15	1	4	-0.33	-9	-12	-2	7	10
COC(=O)c1ccccc1NC(=O)Cn1cnc2c(cnn2-c2ccc(C)c(C)c2)c1=O	-14	nt	1	-0.16	12	-12	15	8	-5
CNC(=O)CSc1nnc(-c2cccs2)o1	-12	3	6	0.64	-9	-8	-69	8	6
O=C1[C@@H]2[C@H](C(=O)N1O)[C@H]1C=C[C@@H]2C1	4	0	-6	0.54	-7	-11	-24	-2	6
Fc1ccc(OCCCCCCN2CCCC2)cc1	-5	15	-7	0.03	-1	-12	-12	-4	6
CC(C)Nc1nc(NC(C)C)nc(N(C)C(N)=O)n1	-22	0	-14	-0.1	14	-2	5	-8	-3
Cc1nc(NNC(=O)c2ccccc2)cc(-c2ccccc2)n1	0	-7	nt	0.75	13	3	2	-6	7
O=C(c1ccccc1)c1cc2ccccc2o1	-7	13	-20	0.58	-6	-13	-10	-3	-1
O=C(c1ccc([N+](=O)[O-])cc1)N(Cc1ccc(Cl)cc1)N1C(=O)CCCC1=O	3	-1	9	-6.6*	-20	-8	34	-6	46*
Cc1ccc(Cn2ncc3c(N4CCN(c5ccc(C)cc5)CC4)ncnc32)cc1	-5	-12	8	nt	-19	0	-14	nt	16
O=C(N/N=C/c1ccncc1)/C(=C/c1ccccc1)NC(=O)c1ccccc1	-7	11	-6	-0.12	-22	-8	-16	3	8
Cc1ccccc1NC(=O)c1nc[nH]c1C(=O)NCc1ccccc1	-10	-10	2	-0.48	-14	-10	7	-7	-12
Cc1ccc(N2C(=O)N(CC(=O)N(C)Cc3ccccc3)C(=O)C2C)cc1 (stereo unspecified)	-12	2	12	0.61	9	-15	-7	10	-8
CC1=CC=CN2CC(O)CN=C12 (stereo unspecified)	-11	-2	-3	nt	7	-11	-24	nt	-19
CCOc1cccc(C(=O)Nc2nnc(-c3ccco3)s2)c1	8	-7	47	-0.35	24	-19	0	6	2
Cn1c(NCCCO)nc2ccccc21	-3	5	2	-1	-14	1	3	-2	-19
CC12CC3CC(C)(C1)CC(C(=O)NC(=S)N1CCOCC1)(C3)C2	-23	11	-9	-0.56	-2	-11	2	4	-2
Cc1ccc(-n2nnnc2SCC(=O)c2cc(C)n(-c3cc(C)on3)c2C)c(C)c1	-4	-5	-4	0.028	25	-7	0	2	15
CSc1nc(NC(C)=O)nc(C)c1Br	nt	nt	-4	-0.57	5	-8	2	10	15
COc1ccc(CCNC(=O)C2CCN(S(=O)(=O)N3CCOCC3)CC2)cc1OC	-37	6	-18	-1.2	32	-10	-13	-4	-2
CC(C)CC(c1nnnn1C(C)C)N1CCN(c2ccccc2)CC1 (stereo unspecified)	24	-2	-16	0.26	19	-5	-6	8	-10
CC(=NC1CCCCC1)C1=C(O)c2ccccc2C1=O	-16	nt	43	2*	27	3	10	nt	-6
O=C(NCCCN1CCc2ccccc2C1)Nc1ccc(Cl)cc1	-6	40	26	-2.5*	-2	-2	-9	24	15
COC(=O)c1ccc(CSc2nc3ccccc3c(=O)n2Cc2ccco2)o1	-4	-12	-4	-0.083	9	1	-20	-3	0

Next section:
smiles	TNFa cytotox	Ecoli WT expand	F-actin modifier	hDAT+cocaine	PLK1 PBD inh	PLK1 inh	HUVEC tox IL1B	sEH inh	VCAM1 TNFa inh
CCOC(=O)Cn1c(-c2ccc(Cl)nc2)nc2ccccc21	40	-4	15	0.8	-12	-5	-6	7	9
O=C(Cn1nnc(-c2ccccc2-n2cnnn2)n1)N1CCCCC1	-39	6	6	1.8	-10	-9	1	-2	2
CCOC(=O)c1sc(NC(NC(=O)c2ccco2)(C(=O)OC)C(F)(F)F)nc1C (stereo unspecified)	-12	2	3	0.63	-4	-16	22	-8	7
COc1ccccc1-c1nc(C(F)(F)F)c(OC)o1	3	8	-3	-0.025	-16	-9	-7	5	-3
COCCn1c(-c2ccccc2)nc(=S)c2c1CC(C)(C)OC2	0	-1	-5	-0.9	7	-18	-109	-12	15
CC(=O)Nc1cc2c(cc1NC(=O)Cn1nc(-c3ccccc3F)ccc1=O)OCCO2	-21	-5	-26	0.085	11	-12	-14	-1	6
O=C(CSc1nnc2ccccn12)Nc1ccccc1C(=O)NC1CC1	26	-1	nt	0.32	18	1	6	-11	21
Cc1ccc(-c2noc(C3CCCN(C(=O)c4c(F)cccc4F)C3)n2)cc1 (stereo unspecified)	-20	-12	-12	0.33	18	125*	-18	8	4
O=C(O)c1ccc(CSc2nnc(-c3ccncc3)n2CC2CCCO2)cc1 (stereo unspecified)	-15	-2	8	0.62	14	-11	12	0	-31
Cc1cc(=O)[nH]c(SCC(=O)Nc2nc(-c3ccccc3)cs2)n1	-26	-2	19	nt	12	-12	-3	-3	11
COC(=O)c1ccc(NC(C)=O)o1	-9	8	15	1.8	7	-10	-23	-3	9
COc1ccc(-c2cc(-c3ccccc3)c(C#N)c(S(C)=O)n2)cc1 (stereo unspecified)	-5	-19	0	0.31	-16	20	-6	-6	12
COc1ccccc1CNC(=O)CSc1nc(-c2ccccc2)cn1N	9	-2	-6	0.33	-24	-13	-28	9	22
O=C(N/N=C/c1ccc2c(c1)OCO2)/C(=C/c1ccc2c(c1)OCO2)NC(=O)c1ccccc1	-14	-13	3	nt	18	-15	-35	-1	19
CCOc1ccc(OCCSc2nc3ccccc3c(=O)[nH]2)cc1	-74	-15	nt	-0.065	-7	-3	-22	-6	4
CCCCNc1nc(-c2ccccc2)nc(-n2ccnc2)n1	-11	-8	nt	0.96	7	-6	-2	-14	0
CCCN1Cc2cccc(C(=O)Nc3ccc(C)cc3)c2C1=O	60	-2	-8	-8*	-11	-2	40	-18	6
O=C(CCSc1nc2ccccc2o1)N1CCOCC1	18	0	2	0.024	5	2	-13	-3	12
Cn1c(=O)[nH]c(=O)c2c1nc(CN(Cc1ccccc1)Cc1ccccc1)n2CCN1CCOCC1	-15	6	-3	0.53	-9	-5	-4	-11	5
Cc1ccc(/C=C/C(=O)c2c(C)nc3ccccn23)cc1	-3	-7	-4	0.49	-15	-9	-42	1	13
CCN(CC(=O)NCc1cccs1)c1ccc(S(=O)(=O)N2CCOCC2)cn1	-13	-19	-4	nt	-13	0	-31	nt	3
Cc1ccccc1C(=O)Nc1ccc(Cl)cn1	-6	1	-6	-0.064	-7	-9	16	0	2
COc1ccc(Nc2ccc3c(c2)=NC2(CCCCC2)[N+]=3[O-])cc1	-20	22	-9	0.53	13	-11	-18	0	5
CN(C1CCCCC1)S(=O)(=O)c1ccc2c(c1)c(=O)c(C(=O)N1CCc3ccccc3C1)cn2C	-13	-2	-17	-0.86	2	-300	6	-20	14

Three entries out of the list, ordered by formula weight, smallest number first:
smiles	TNFa cytotox	Ecoli WT expand	F-actin modifier	hDAT+cocaine	PLK1 PBD inh	PLK1 inh	HUVEC tox IL1B	sEH inh	VCAM1 TNFa inh
Fc1ccc(OCCCCCCN2CCCC2)cc1	-5	15	-7	0.03	-1	-12	-12	-4	6
Cn1c(SCCOc2ccc(Cl)cc2)nnc1-c1ccncc1	-9	10	-36	0.78	-10	2	-32	4	15
CCN(CC(=O)NCc1cccs1)c1ccc(S(=O)(=O)N2CCOCC2)cn1	-13	-19	-4	nt	-13	0	-31	nt	3

Screens: PubChem, several laboratories
